Compound activity from PubChem.
ssDAF-12 act: activators of S. stercoralis DAF-12 nuclear receptor; HEK293 ssDAF-12/GRIP1 lit1-tk-luc reporter, luminescence; % of 3 µM dafachronic acid response; activation, % at 6.8 µM; actives 1% (n = 370,000);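 active = activation above the mean over all tested compounds plus 3 SD, cut at about 0.9% in these data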;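 also: 0% = DMSO-only wells and 100% = 3 µM delta7-dafachronic acid wells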
GAA850 FXN act: frataxin GAA850 promoter activation; HEK293 lucGAA850 FXN promoter luciferase reporter, 24 h; percent of 10 µM SAHA response; activation, % at 6 µM; actives 0.56% (n = 360,000); AID 540364;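 active = activation above the average of all compounds screened plus 3 SD, cutoff fixed separately per campaign, cut at about 7.5% in these data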;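 also: 0% = DMSO wells and 100% = 10 µM SAHA wells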
NPR2 activator: GC-B (human) receptor activation; P20594; HEK293-GC-B cells, CNP EC30, cGMP TR-FRET; 0% at EC30 CNP, 100% saturating CNP; activation, % at 10 µM; actives 0.11% (n = 370,000); AID 1920062;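 active = activation at 10 µM reaching about 35% in either raw or pattern-adjusted values, limit read from the data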
HGIII-sPLA2 inh: Inhibits HGIII-sPLA2 liposome hydrolysis, primary screen | Q9NZ20 | QFRET BODIPY PC-A2 liposome hydrolysis, fluorescence | inhibition, % at 12.2 µM | actives 0.56% (n = 370,000) | AID 743126;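 active = inhibition above mean plus 3 SD of compounds lying within the high and low control bounds, cut at about 19% in these data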;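 also: 0% = median of test compound wells and 100% = no enzyme DMSO wells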
Target sequence (Q9NZ20 whole entry, looked up): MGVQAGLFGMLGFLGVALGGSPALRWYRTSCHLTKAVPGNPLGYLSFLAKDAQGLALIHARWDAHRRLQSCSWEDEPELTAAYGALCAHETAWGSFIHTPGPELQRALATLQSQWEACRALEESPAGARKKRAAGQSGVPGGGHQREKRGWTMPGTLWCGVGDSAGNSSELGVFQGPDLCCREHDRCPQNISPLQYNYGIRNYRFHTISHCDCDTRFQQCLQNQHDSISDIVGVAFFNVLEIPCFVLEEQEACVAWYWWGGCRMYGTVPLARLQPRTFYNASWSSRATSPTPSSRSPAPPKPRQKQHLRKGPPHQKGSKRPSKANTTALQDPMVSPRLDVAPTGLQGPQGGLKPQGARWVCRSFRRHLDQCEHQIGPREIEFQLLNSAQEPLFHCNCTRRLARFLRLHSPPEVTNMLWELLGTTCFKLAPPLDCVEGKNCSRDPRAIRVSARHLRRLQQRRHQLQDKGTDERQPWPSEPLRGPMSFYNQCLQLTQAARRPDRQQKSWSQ
DAX1 inh-1: DAX1 (NR0B1) inhibition, primary screen; HEK293T StAR-luciferase reporter, SF-1/DAX-1 repression relief; AID 652010; actives 1.1% (n = 370,000); inhibition, % at 6.8 µM;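 active = inhibition above the mean over all tested compounds plus 3 SD, cut at about 3.6% in these data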;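 also: 0% = DAX-1 cells with DMSO and 100% = cells lacking DAX-1 with DMSO; higher inhibition means more luminescence from relief of DAX-1 repression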
hcDAF-12 act: H. contortus DAF-12 activation, primary screen; HEK293 hcDAF-12 lit1-tk-luc reporter, luminescence; 0% DMSO, 100% Δ7-dafachronic acid; activation, % at 6.8 µM; actives 1.4% (n = 370,000);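 active = activation above the mean of all tested compounds plus 3 SD, cut at about 5.5% in these data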;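 also: 100% = response to 3 µM Δ7-dafachronic acid high control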
DAX1 inh-2: inhibits human nuclear receptor DAX1; inhibition, % at 6.75 µM; HEK293 Gal4-DAX1 luciferase reporter, luminescence; actives 0.99% (n = 340,000); P51843; AID 504766;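 active = inhibition above the mean over all tested compounds plus 3 SD, cut at about 4.2% in these data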;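 also: 0% = DAX1-transfected cells with DMSO and 100% = empty-vector control cells with DMSO; inhibition shows as a rise in luminescence from relieved DAX1 repression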
Target sequence (P51843 207-470 limits assumed): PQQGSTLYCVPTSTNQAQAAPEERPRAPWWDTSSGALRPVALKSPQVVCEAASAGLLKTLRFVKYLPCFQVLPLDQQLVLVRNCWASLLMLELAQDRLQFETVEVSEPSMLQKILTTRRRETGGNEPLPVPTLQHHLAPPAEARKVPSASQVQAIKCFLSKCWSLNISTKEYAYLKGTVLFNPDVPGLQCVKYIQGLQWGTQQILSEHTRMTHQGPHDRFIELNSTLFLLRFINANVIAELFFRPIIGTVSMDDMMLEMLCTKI
KLK7 zymogen act: proKLK7 (human) activation, primary screen | P49862 | purified proKLK7, EDANS-DABCYL substrate fluorescence; 100% is mature enzyme control, 0% vehicle | activation, % at 7 µM | actives 0.9% (n = 370,000) | AID 652039;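 active = activation above the mean of all tested compounds plus 3 SD, computed per campaign excluding outliers beyond control limits, cut at about 13% in these data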
Target sequence (P49862 whole entry, looked up): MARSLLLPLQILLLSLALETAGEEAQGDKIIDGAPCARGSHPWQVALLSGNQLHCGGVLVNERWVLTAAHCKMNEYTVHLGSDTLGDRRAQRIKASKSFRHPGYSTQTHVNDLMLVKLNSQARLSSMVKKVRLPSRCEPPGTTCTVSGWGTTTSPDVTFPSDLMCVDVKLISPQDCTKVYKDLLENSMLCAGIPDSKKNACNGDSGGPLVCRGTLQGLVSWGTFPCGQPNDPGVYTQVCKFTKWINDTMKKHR
hgDAF12 agonist: hgDAF-12 agonism, primary luciferase screen. HEK293 GAL4-hgDAF12 UAS-luciferase reporter, agonist luminescence; normalized to butyrate control. activation, % at 6.8 µM. actives 1.8% (n = 370,000);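 active = activation above a cutoff set at the mean of all screened compounds plus 3 SD, cut at about 10% in these data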;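 also: 0% = DMSO wells and 100% = sodium butyrate wells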
NPR1 activator: GC-A (human) enzyme activation; AID 1671463; activation, % at 10 µM; actives 0.14% (n = 370,000); HEK293 GC-A cells, cGMP TR-FRET, EC30 ANP; 0% at EC30 ANP, 100% saturating ANP; in the data active = activation above about 40%
SMARCA2 act: SMARCA2 function activation, primary screen. MG213 cells, MMTV-luciferase reporter, dexamethasone, overnight. activation, % at 9.1 µM. actives 1% (n = 370,000). AID 652017; in the data active = activation above about 7.8%;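 also: 0% = vehicle wells and 100% = reference activator wells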
* marks the source's active call; other numbers are inactive results.

Screening COc1cc(OC)c(C2C(C(=O)N3CCOCC3)=C(C)NC3=C2C(=O)CC(C)(C)C3)cc1OC (stereo unspecified) returned ssDAF-12 act -1.5, GAA850 FXN act 0.7, NPR2 activator 4, HGIII-sPLA2 inh -4, DAX1 inh-1 -0.4, hcDAF-12 act -1.6, DAX1 inh-2 4.0, KLK7 zymogen act -0.4, hgDAF12 agonist 1.2, NPR1 activator 6 and SMARCA2 act -1.
`Cc1ccc(S(=O)(=O)N2CCC(C)CC2)c([N+](=O)[O-])c1` gave ssDAF-12 act -1.2, GAA850 FXN act 1.3, NPR2 activator 10, HGIII-sPLA2 inh 0, DAX1 inh-1 0.0, hcDAF-12 act -0.7, KLK7 zymogen act 0.4, hgDAF12 agonist -2.7, NPR1 activator 4 and SMARCA2 act 1.
CCc1ccc(NC(=O)c2cccc(NC3=NC4CS(=O)(=O)CC4S3)c2)cc1 (stereo unspecified) was read as ssDAF-12 act -0.3, GAA850 FXN act 3.4, NPR2 activator -11, HGIII-sPLA2 inh -4, DAX1 inh-1 0.7, hcDAF-12 act -1.2, DAX1 inh-2 0.5, KLK7 zymogen act -0.6, hgDAF12 agonist 0.0, NPR1 activator 2 and SMARCA2 act 1.
For CC(=O)Nc1ccc(NC(=O)C2CC(=O)Nc3ncnn32)cc1 (stereo unspecified) the results were ssDAF-12 act -1.0, GAA850 FXN act 0.9, NPR2 activator 4, HGIII-sPLA2 inh 2, DAX1 inh-1 -0.1, hcDAF-12 act -0.5, DAX1 inh-2 0.6, KLK7 zymogen act 0.1, hgDAF12 agonist 0.9, NPR1 activator 3 and SMARCA2 act -2.
O=C1/C(=C/c2ccccc2)N=C(N2CCOCC2)N1c1cccc(Cl)c1 was read as ssDAF-12 act -1.9, GAA850 FXN act 2.8, NPR2 activator -3, HGIII-sPLA2 inh 12, DAX1 inh-1 -0.2, hcDAF-12 act -2.3, DAX1 inh-2 -1.2, KLK7 zymogen act -0.3, hgDAF12 agonist -0.4, NPR1 activator 5 and SMARCA2 act -3.
COc1ccc(-c2c(N)nnc3c2[nH]c2ccccc23)cc1OC was read as ssDAF-12 act -0.9, GAA850 FXN act 1.1, NPR2 activator 4, HGIII-sPLA2 inh 5, DAX1 inh-1 0.1, hcDAF-12 act 1.2, DAX1 inh-2 1.1, KLK7 zymogen act 3.2, hgDAF12 agonist -1.9, NPR1 activator 8 and SMARCA2 act -1.
Screening CCN1CCCC(Sc2nc3c([nH]2)c(=S)n(C)c(=O)n3C)C1 (stereo unspecified) returned ssDAF-12 act -0.8, GAA850 FXN act -0.6, NPR2 activator 1, HGIII-sPLA2 inh 6, DAX1 inh-1 -0.1, hcDAF-12 act -0.2, DAX1 inh-2 1.0, KLK7 zymogen act 3.5, hgDAF12 agonist -0.6, NPR1 activator 0 and SMARCA2 act 0.
Screening O=C(CNC(=O)c1cccc(F)c1)OCC(=O)N1CCN(C(=O)c2ccco2)CC1 returned ssDAF-12 act -0.3, GAA850 FXN act 3.3, NPR2 activator 5, HGIII-sPLA2 inh 3, DAX1 inh-1 -0.2, hcDAF-12 act -1.8, DAX1 inh-2 0.4, KLK7 zymogen act -0.2, hgDAF12 agonist 3.3, NPR1 activator 1 and SMARCA2 act -1.
`COc1ccc(CSC(=S)NNc2ccccc2)cc1` gave ssDAF-12 act -0.2, GAA850 FXN act 3.4, NPR2 activator 1, HGIII-sPLA2 inh -1, DAX1 inh-1 -0.4, hcDAF-12 act 5.5, DAX1 inh-2 -0.4, KLK7 zymogen act -0.9, hgDAF12 agonist 5.4, NPR1 activator 4 and SMARCA2 act 1.
For C[C@H](NC(=O)Nc1ccc2c(c1)OCCO2)C(=O)O the results were ssDAF-12 act -1.6, GAA850 FXN act 0.0, NPR2 activator 7, HGIII-sPLA2 inh 6, DAX1 inh-1 -0.7, hcDAF-12 act 0.7, DAX1 inh-2 1.5, KLK7 zymogen act -0.1, hgDAF12 agonist -1.1, NPR1 activator -2 and SMARCA2 act 0.
`Cc1ccc2c(CC(=O)OCc3nc(N)nc(Nc4ccccc4C)n3)coc2c1` gave ssDAF-12 act -0.9, GAA850 FXN act -0.3, NPR2 activator -8, HGIII-sPLA2 inh -19, DAX1 inh-1 -0.2, hcDAF-12 act -2.9, DAX1 inh-2 -0.3, KLK7 zymogen act 0.5, hgDAF12 agonist -1.8, NPR1 activator 0 and SMARCA2 act -1.
Screening COC(=O)C[C@@H]1CC[C@H]2[C@@H](COc3ccc(NC(=O)Nc4ccccc4Cl)cc3C(=O)N2C)O1 returned ssDAF-12 act -0.7, NPR2 activator -1, HGIII-sPLA2 inh 0, DAX1 inh-1 0.7, hcDAF-12 act -2.2, KLK7 zymogen act 0.3, hgDAF12 agonist 0.9, NPR1 activator 6 and SMARCA2 act -1.
Screening Cn1c(NN)nc2sc3c(c2c1=O)CCC3 returned ssDAF-12 act -0.8, GAA850 FXN act -1.3, NPR2 activator 2, HGIII-sPLA2 inh -2, DAX1 inh-1 0.2, hcDAF-12 act -0.2, DAX1 inh-2 1.2, KLK7 zymogen act -0.3, hgDAF12 agonist 0.1, NPR1 activator 2 and SMARCA2 act 1.
`Cc1ccccc1C(=O)N(C)[C@H]1C[C@H]2c3[nH]c4c(-c5ccccc5)cccc4c3CCN2C[C@H]1[C@H](C)O` gave ssDAF-12 act -1.2, NPR2 activator 3, HGIII-sPLA2 inh 7, DAX1 inh-1 -1.9, hcDAF-12 act -3.7, KLK7 zymogen act 2.4, hgDAF12 agonist -2.4, NPR1 activator -5 and SMARCA2 act -3.
`CCSc1sccc1C1C(C#N)=C(N)N(c2cccnc2)C2=C1C(=O)CCC2` (stereo unspecified) gave ssDAF-12 act -0.7, GAA850 FXN act 0.3, NPR2 activator -2, HGIII-sPLA2 inh -9, DAX1 inh-1 -0.2, hcDAF-12 act -0.1, DAX1 inh-2 -0.2, KLK7 zymogen act 0.7, hgDAF12 agonist -2.4, NPR1 activator -1 and SMARCA2 act -1.
Screening COc1cccc(Cn2cc(COC(=O)NCC(C)C)nn2)c1 returned ssDAF-12 act -0.3, NPR2 activator 2, HGIII-sPLA2 inh -3, DAX1 inh-1 -0.6, hcDAF-12 act -0.1, KLK7 zymogen act 0.5, hgDAF12 agonist 2.7, NPR1 activator -2 and SMARCA2 act -2.
Screening COCCn1c(CCC(=O)O)nc2c1c(=O)[nH]c(=O)n2CC(C)C returned ssDAF-12 act -1.4, GAA850 FXN act 1.0, NPR2 activator 3, HGIII-sPLA2 inh 0, DAX1 inh-1 -0.2, hcDAF-12 act -1.3, DAX1 inh-2 1.6, KLK7 zymogen act -0.4, hgDAF12 agonist 0.0, NPR1 activator 3 and SMARCA2 act -2.
CCOc1ccc(NC(=O)c2cc(S(=O)(=O)N3CCOCC3)cs2)cc1 was read as ssDAF-12 act -0.7, GAA850 FXN act 0.1, NPR2 activator -7, HGIII-sPLA2 inh -3, DAX1 inh-1 -0.9, hcDAF-12 act -1.5, DAX1 inh-2 -0.3, KLK7 zymogen act -0.8, hgDAF12 agonist 1.0, NPR1 activator 3 and SMARCA2 act 0.
For COc1ccc(CCCc2nnc(SCC(=O)NN)o2)c(C)c1 the results were ssDAF-12 act -1.4, GAA850 FXN act 0.8, NPR2 activator -2, HGIII-sPLA2 inh 1, DAX1 inh-1 -0.3, hcDAF-12 act -1.6, DAX1 inh-2 -1.9, KLK7 zymogen act 0.1, hgDAF12 agonist -2.7, NPR1 activator 1 and SMARCA2 act -2.
`CCOC(=O)c1cc(NC(=O)c2ccccc2)c(=O)oc1C(F)(F)F` gave ssDAF-12 act -0.5, GAA850 FXN act 1.1, NPR2 activator 3, HGIII-sPLA2 inh 1, DAX1 inh-1 -0.3, hcDAF-12 act -0.7, DAX1 inh-2 -1.1, KLK7 zymogen act 0.0, hgDAF12 agonist 0.1, NPR1 activator 2 and SMARCA2 act -2.
For COc1ccc(Cn2c(=O)oc3ccccc32)cc1 the results were ssDAF-12 act -1.2, GAA850 FXN act 2.5, NPR2 activator 2, HGIII-sPLA2 inh 12, DAX1 inh-1 -1.0, hcDAF-12 act -0.5, DAX1 inh-2 0.5, KLK7 zymogen act -0.6, hgDAF12 agonist -1.5, NPR1 activator -1 and SMARCA2 act -6.
CSc1nc(=S)n(-c2ccc([N+](=O)[O-])cc2)c(C)c1C(C)=O was read as ssDAF-12 act -1.3, GAA850 FXN act 1.7, NPR2 activator -4, HGIII-sPLA2 inh -6, DAX1 inh-1 -0.4, hcDAF-12 act -0.6, DAX1 inh-2 2.6, KLK7 zymogen act -0.4, hgDAF12 agonist -0.9, NPR1 activator -6 and SMARCA2 act 1.
Cc1ccc(C(=O)OCC(=O)NC2CC2)cc1S(=O)(=O)N1CCOCC1 was read as ssDAF-12 act -0.9, GAA850 FXN act 0.2, NPR2 activator 9, HGIII-sPLA2 inh -1, DAX1 inh-1 -1.0, hcDAF-12 act 0.9, DAX1 inh-2 2.6, KLK7 zymogen act -0.9, hgDAF12 agonist 0.6, NPR1 activator 2 and SMARCA2 act 0.
For COCCC(=O)N1CCC(Oc2ccc(C(=O)NCc3cccc(C)n3)cc2)CC1 the results were ssDAF-12 act -0.4, GAA850 FXN act 2.4, NPR2 activator 3, HGIII-sPLA2 inh 0, DAX1 inh-1 -2.1, hcDAF-12 act 0.5, DAX1 inh-2 0.5, KLK7 zymogen act -0.3, hgDAF12 agonist 2.4, NPR1 activator 1 and SMARCA2 act 0.
For CCOc1ccc2nc(SCC(=O)NCC3CCCO3)c(C#N)cc2c1 (stereo unspecified) the results were ssDAF-12 act -0.3, GAA850 FXN act 0.9, NPR2 activator -3, HGIII-sPLA2 inh 0, DAX1 inh-1 -0.1, hcDAF-12 act -1.1, DAX1 inh-2 0.1, KLK7 zymogen act -0.2, hgDAF12 agonist 1.4, NPR1 activator -2 and SMARCA2 act -1.
Screening C/C(=N\NC(=O)c1nc(C)cc(C)n1)c1ccccc1 returned ssDAF-12 act 0.1, GAA850 FXN act 2.2, NPR2 activator 0, HGIII-sPLA2 inh 3, DAX1 inh-1 1.1, hcDAF-12 act 1.6, DAX1 inh-2 3.8, KLK7 zymogen act -0.4, hgDAF12 agonist 9.4, NPR1 activator 1 and SMARCA2 act 4.

Among those listed so far, 2 have a nitro group on carbon:
`Cc1ccc(S(=O)(=O)N2CCC(C)CC2)c([N+](=O)[O-])c1` gave ssDAF-12 act -1.2, GAA850 FXN act 1.3, NPR2 activator 10, HGIII-sPLA2 inh 0, DAX1 inh-1 0.0, hcDAF-12 act -0.7, KLK7 zymogen act 0.4, hgDAF12 agonist -2.7, NPR1 activator 4 and SMARCA2 act 1.
CSc1nc(=S)n(-c2ccc([N+](=O)[O-])cc2)c(C)c1C(C)=O was read as ssDAF-12 act -1.3, GAA850 FXN act 1.7, NPR2 activator -4, HGIII-sPLA2 inh -6, DAX1 inh-1 -0.4, hcDAF-12 act -0.6, DAX1 inh-2 2.6, KLK7 zymogen act -0.4, hgDAF12 agonist -0.9, NPR1 activator -6 and SMARCA2 act 1.
